Autophagy HCS – autophagy modulation, high-content screen. MEF GFP-LC3 puncta imaging; test concentration mostly 10 µM. calls only at 10 µM (by protocol). 190,000 compounds, 0.98% hits;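 active means percentage of spot-positive cells more than 3 SD above its plate mean, without a fluorescence outlier flag or 80% toxicity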;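 further: spot-positive cell cutoff set from DMSO-treated cells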
WT yeast gro inh – growth inhibition of WT yeast, mitochondrial fusion screen. AID 1362. mitochondrial fusion phenotypic screen, WT strain. 190,000 compounds, 2.1% hits. inhibition, % at 10 µM; in the data active means inhibition above about 58%; tested in S. cerevisiae
Dynein cargo inh – dynein cargo transport inhibition; 3617.4 mouse cells, GR-EGFP nuclear translocation imaging; test concentration mostly 20 µM; stimulated with dexamethasone, 1 µM; stronger effect = lower value; z-score, hits read low; 220,000 compounds, 0.47% hits;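 active means plate z-score of nuclear minus cytoplasmic receptor signal below a set negative limit, without overly bright fluorescence or cell loss, cut at about -3.5 in these data, passing the limit was not always enough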;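 further: z-score of nuclear minus cytoplasmic ring GR-EGFP intensity difference per well; some compounds called inactive have numbers as strong as hits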
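Buffer or medium: tetracycline-free induction medium containing charcoal-stripped FBS / Reagent: dexamethasone agonist, 1.0 µM final, for 30 min / Technique: automated 10x imaging of fixed Hoechst-stained cells / Times: induction 48 h, compound 1 h, agonist 30 min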
bCat nuc transl – beta-catenin nuclear translocation modulation | HeLa beta-catenin nuclear translocation, immunofluorescence imaging | nuclear translocation activity, % at 5 µM | 190,000 compounds, 0.3% hits | AID 1665;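 active means nuclear translocation activity above 50% at 5 µM, with a well cell count of 50 or more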;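 further: per-cell ratio of nuclear to cytoplasmic median beta-catenin stain intensity; plate controls were DMSO negative control for no effect and GSK-3 inhibitor IX positive control for full effect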
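Technique: fluorescence imaging of beta-catenin antibody stain plus DAPI / Material: human HeLa cell line / Incubation: compound treatment 24 h, 37°C, 5% CO2 / Read-out basis: % activation of per-cell nuclear versus cytoplasmic median beta-catenin signal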
Yfh1-depleted yeast – enhancers of respiration in Yfh1-depleted yeast, dose response, Friedreich's ataxia, plus single-dose screen (AID 1465); S. cerevisiae Yfh1-off respiration, WST-1 reduction, 72 h; higher fold induction means a stronger effect; one-dose fold induction at 50 µM; EC50 in µM for titrated hits; 220,000 compounds, 0.074% hits;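 active means fold induction of absorbance versus untreated yeast above a set limit, then at least 30% activation at any dose in follow-up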;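 further: activators that raise dye reduction in frataxin-depleted yeast; strong numbers were not always called active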
MT stabilizer – stabilizes microtubules in HeLa cells. HeLa tubulin immunostaining HCS, 24 h; share of cells brighter than vehicle mean+2SD. % tubulin-high responders, % at 10 µM. 200,000 compounds, 0.83% hits. AID 2205;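 active means plate Z-score above 3 for both tubulin-high and condensed-nucleus cell shares, with cell loss under 80%, at 10 µM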;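 further: anti alpha tubulin signal scored within the nucleus-defined area of each cell; some results filed as inactive read as strong as hits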
Ins promoter up – MIN6 insulin promoter up-regulation. MIN6 insulin promoter-GFP reporter, high-content imaging; stronger effect = higher value. z-score at 5 µM. 190,000 compounds, 0.3% hits. AID 1625;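 active means z-score above 3 at 5 µM with at least 500 cells counted in the well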
Hep lipid drop – hepatic lipid droplet formation modulation | AML12 mouse hepatocytes, oleate lipid droplets, BODIPY imaging | inhibition, % at 6.5 µM | 240,000 compounds, 0.4% hits | AID 1656;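 active means lipid droplet intensity inhibited by at least 50%, with more than 500 cells counted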
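Assay system: AML12 mouse liver cells | Compound dosing: One dose, 6.5 µM compound | Read-out basis: Droplet intensity reduction, % inhibition | Measured by: Fluorescence imaging, 20x objective, two fields per well | Schedule: Overnight treatment with compound plus oleate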
HEK293 NOD2/NF-kB – NOD2 signaling inhibitors, cell-based, luminescence, uHTS, HEK293 (AID 1566); HEK293 NOD2/NF-kB luciferase reporter, luminescence; higher % means a stronger effect; inhibition, % at 4 µM, or EC50 in µM where a hit was titrated; 290,000 compounds, 0.63% hits; in the data active means inhibition above about 50%; further: many of its hits are not listed in these tables
WT yeast gro inh mutant strain – further read-out of WT yeast gro inh, marked with its call; inhibition, %; mitochondrial fusion phenotypic screen, mutant strain inhibition
Dynein cargo inh cytoplasmic EGFP – second read-out of Dynein cargo inh, no call of its own (marks repeat the call); z-score; measured here: cytoplasmic GR-EGFP intensity; stronger effect = higher value
Dynein cargo inh nuclear GR-EGFP – also measured in Dynein cargo inh; calls as there; z-score; measured here: nuclear GR-EGFP intensity;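 lower value marks the stronger effect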
Dynein cargo inh cell count – further read-out of Dynein cargo inh, marked with its call; z-score; measured here: cell count per field
Ins promoter up cell count – further read-out of Ins promoter up, marked with its call; cell count; measured here: cytotoxicity, nuclei count;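 total cells summed across four imaged fields per well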
Hep lipid drop cells 6.5 µM – further read-out of Hep lipid drop, marked with its call; cell count; measured here: cell count, cytotoxicity flag;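 cells counted across two imaged fields per well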
bCat nuc transl cell count 5 µM – also measured in bCat nuc transl; calls as there; cell count; measured here: cell count, cytotoxicity flag
MT stabilizer Hoechst-high % – also measured in MT stabilizer; calls as there; % Hoechst-high responders; measured here: nuclear condensation Hoechst responders;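 share of cells brighter than vehicle mean plus two SD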
MT stabilizer cytotoxicity % – second read-out of MT stabilizer, no call of its own (marks repeat the call); toxicity, %; measured here: cytotoxicity by cell density;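 0% = mean cell density of plate MIN control wells and 100% = no cells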
Autophagy HCS cell loss 18 h – second read-out of Autophagy HCS, no call of its own (marks repeat the call); toxicity, %; measured here: cell loss, nuclei count;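 cell loss after 18 h compound exposure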
Starred values were filed as active, the others as inactive; i = inactive; x = no result given. This is a subset, so the mix of outcomes need not match the whole.

SMILES	Autophagy HCS	Autophagy HCS cell loss 18 h	WT yeast gro inh	WT yeast gro inh mutant strain	Dynein cargo inh	Dynein cargo inh cytoplasmic EGFP	Dynein cargo inh nuclear GR-EGFP	Dynein cargo inh cell count	bCat nuc transl	bCat nuc transl cell count 5 µM	Yfh1-depleted yeast	MT stabilizer	MT stabilizer Hoechst-high %	MT stabilizer cytotoxicity %	Ins promoter up	Ins promoter up cell count	Hep lipid drop	Hep lipid drop cells 6.5 µM	HEK293 NOD2/NF-kB
CCOC(=O)c1c(NC(=O)Cn2nnc(-c3ccc(Cl)cc3)n2)sc(C)c1C	i	0.2	0.2	4.6	1.99	-0.414	0.999	-0.88	-1.6	1400	i	5.3	2.4	1.5	1.33	1524	x	x	-16.1%
Cc1ccc(Nc2nnc(C)c(=O)[nH]2)cc1	i	5.0	-19.4	8.1	-1.04	0.0046	-0.129	0.406	1.1	1027	i	3.0	2.3	11.4	-0.16	1465	-7.3	663	8.0%
COCCCNC(=O)CCC(=O)NNc1nc2ccccc2c2nc(C)nn12	i	6.8	3.1	-7.5	-0.873	-0.313	0.208	0.98	-0.6	1038	i	4.6	2.9	7.0	0.34	1306	-6.7	725	11.5%
CCOC(=O)c1sc(NC(=O)CSc2nnnn2-c2ccc(C)c(C)c2)nc1C	i	-5.4	-22.8	-22.3	0.741	0.278	0.495	-0.791	-3.6	1407	i	5.1	4.4	12.0	0.34	1281	x	x	10.6%
CS(=O)(=O)c1ccc2nc(NC(=O)c3ccc(NS(=O)(=O)c4cccc([N+](=O)[O-])c4)cc3)sc2c1	x	x	x	x	-0.34	0.108	0.499	-0.472	-0.2	1351	i	x	x	x	-0.23	1090	5.1	731	14.2%
O=C(COC(=O)C1CC2C=CC1C2)NCCc1ccccc1 (stereo not drawn)	i	-24.1	11.0	6.1	2.27	-0.239	1.35	-0.971	-1.5	993	i	4.5	1.2	9.1	0.99	1602	0.8	684	-22.0%
CCCSC1=C(C#N)C(c2ccc(O)c(OC)c2)CC(=O)N1 (stereo not drawn)	i	6.1	7.8	4.9	-0.0498	-0.00628	0.295	-0.673	x	x	i	6.1	2.1	2.3	-1.11	1018	x	x	14.3%
COc1ccc(C(=O)C2CCCN(C(=O)CCc3ccccn3)C2)c(C)c1 (stereo not drawn)	i	-11.3	-19.5	-7.7	-0.422	-0.353	-0.24	1.02	-1.2	1002	i	3.6	1.5	5.5	0.33	1416	-3.9	691	-19.9%
CCn1c(SCc2nc(CC(=O)Nc3ccccc3OC)no2)nnc1-c1cccs1	i	3.2	-9.9	-9.8	-0.227	-0.199	-0.273	0.0177	-3.3	947	i	1.5	2.1	6.7	-1.24	978	x	x	22.6%
Cc1nc(C)c(C(=O)Nc2ccccc2)s1	i	-2.2	7.7	4.9	2.45	-0.178	1.02	-1.28	1.2	1072	i	1.4	2.1	11.5	-0.4	1136	x	x	-10.2%
CCn1[nH]c(=O)c(=Nc2c(C)n(C)n(-c3ccccc3)c2=O)cc1-c1ccc(Cl)cc1	i	5.4	-4.8	-16.2	-0.504	-0.205	-0.126	0.465	-0.2	802	i	4.2	2.6	11.3	-1.13	1250	x	x	25.1%
CC(=O)c1cccc(N(CC(=O)Nc2cccnc2)S(C)(=O)=O)c1	i	2.0	-10.1	-12.8	0.904	-0.22	0.659	-0.461	5.0	1136	i	4.3	2.5	0.2	0.16	1141	8.6	728	2.3%
C/C(=N\NC(=S)NCc1ccccc1)c1ccc2c(c1)OCCO2	i	7.9	56.9	74.8	-0.522	-0.287	0.0944	0.0698	-1.3	1050	i	4.7	2.1	7.3	-0.28	1126	4.4	670	-4.7%
O=C(CCn1c(=O)oc2ccccc21)Nc1ccc2c(c1)OCCO2	x	x	-5.0	-0.4	2.77	-0.385	2.25	-2.58	1.5	1182	i	x	x	x	0.75	574	5.8	645	-75.5%
O=C(Oc1ccccc1)Oc1ccc2c(c1)oc(=O)c1ccccc12	i	16.6	-17.8	26.9	-0.751	-0.149	0.279	0.177	2.8	1367	i	2.6	2.3	0.8	0.76	1504	x	x	-23.8%
COc1ccc([C@@H]2Sc3cc(OC)ccc3N(CCN(C(C)C)C(C)C)C(=O)[C@H]2OC(C)=O)cc1	i	-5.8	4.7	9.2	0.0215	-0.275	-0.0153	1.28	0.2	1178	i	3.6	1.9	0.3	x	x	-22.1	678	-0.3%
O=C(NNC(=O)c1cccs1)c1ccccc1	i	-0.9	-3.6	0.1	-0.313	-0.347	-0.141	0.525	-2.9	1104	i	2.0	2.0	9.5	-0.07	1361	-3.0	676	3.1%
Cc1ccccc1-n1nc(C)c2cc(C(=O)N3CCN(S(=O)(=O)c4ccc(F)cc4)CC3)sc21	i	-4.8	-5.5	-0.5	0.234	0.788	0.345	-0.285	-0.5	999	i	6.7	3.0	5.1	1.42	2003	0.1	663	45.8%
CCOC1(C(F)(F)F)NC(=O)N(Cc2ccc(OC)cc2)C1=O (stereo not drawn)	i	-16.2	10.7	-1.0	-0.362	-0.241	-0.0736	0.657	-0.5	1423	i	4.3	1.2	5.0	1.32	1439	x	x	12.6%
COC(=O)c1ccc(-c2nc(O)c(C)s2)cc1	i	3.9	-8.3	5.2	-1.34	-0.287	-0.692	0.723	-0.5	1439	i	3.7	1.7	8.9	-0.09	1412	6.0	655	7.5%

Ordered by the number under MT stabilizer Hoechst-high % (smallest number first): 3 of the compounds above
canonical_smiles	MT stabilizer Hoechst-high %
CCOC1(C(F)(F)F)NC(=O)N(Cc2ccc(OC)cc2)C1=O (stereo not drawn)	1.2
Cc1nc(C)c(C(=O)Nc2ccccc2)s1	2.1
Cc1ccccc1-n1nc(C)c2cc(C(=O)N3CCN(S(=O)(=O)c4ccc(F)cc4)CC3)sc21	3.0

Continued:
SMILES	Autophagy HCS	Autophagy HCS cell loss 18 h	WT yeast gro inh	WT yeast gro inh mutant strain	Dynein cargo inh	Dynein cargo inh cytoplasmic EGFP	Dynein cargo inh nuclear GR-EGFP	Dynein cargo inh cell count	bCat nuc transl	bCat nuc transl cell count 5 µM	Yfh1-depleted yeast	MT stabilizer	MT stabilizer Hoechst-high %	MT stabilizer cytotoxicity %	Ins promoter up	Ins promoter up cell count	Hep lipid drop	Hep lipid drop cells 6.5 µM	HEK293 NOD2/NF-kB
CSc1nc2c(c(=O)n1Cc1ccccc1)SC(C)C2 (stereo not drawn)	i	0.9	6.9	21.6	2.17	-0.202	1.12	-0.881	-0.3	1045	i	4.5	2.2	4.2	-0.84	1373	-27.0	656	18.2%
CCNc1nc(NC(C)C)nc(NC(C)(C)C)n1	i	22.5	52.9	44.2	-0.396	-0.347	-0.483	0.944	-0.6	1490	i	3.4	2.1	3.4	-1.33	1150	-5.7	653	21.4%
COc1cc(/C=N\Nc2nc3ccccc3o2)cc(OC)c1OC	i	2.8	-14.9	-9.2	0.482	-0.129	0.601	-1.08	4.7	463	i	3.7	2.0	4.6	x	x	-2.4	718	11.8%
CC(N=c1ccccn1C(=O)Nc1cccc(C(F)(F)F)c1)c1ccco1 (stereo not drawn)	i	-12.2	5.7	2.8	-0.583	0.128	-0.113	0.217	0.7	1147	x	1.7	1.1	6.6	-0.14	1245	-16.2	742	1.6%
O=C(CSc1nnc(NC2CCCCC2)s1)NN1C(=O)NC2(CCCCC2)C1=O	i	4.6	4.5	13.9	-0.899	-0.158	-0.249	1.27	-1.8	1138	i	7.0	2.6	1.2	-0.25	1426	-3.8	599	2.7%
O=C(NCc1cccs1)C1CCCN(S(=O)(=O)c2cccc3cccnc23)C1 (stereo not drawn)	i	17.9	-10.8	-4.0	-0.785	-0.189	-0.258	0.63	-6.5	1197	i	5.3	4.1	8.3	0.2	958	x	x	8.2%
O=C(CC(O)(C(F)(F)F)C(F)(F)F)Nc1ccc(Cl)c(Cl)c1	i	36.4	84.6	85.2	-1.23	0.3	-0.555	-1.99	x	x	i	2.1	1.9	11.3	-1.49	712	x	x	8.3%
O=C(NCCc1ccc([N+](=O)[O-])cc1)c1ccccc1	x	x	x	x	0.8	-0.248	0.149	0.129	-0.5	1350	i	x	x	x	-0.75	1530	-11.1	600	-15.1%
CCOC(=O)c1c(NC(=S)Nc2ccccc2)sc2c1CCCCC2	i	0.7	8.4	19.3	0.254	-0.0895	0.73	-0.753	-0.9	794	i	2.5	1.9	3.4	-0.27	1475	x	x	22.3%
CCOc1cc(/C=N\Nc2nc(Nc3ccccc3)nc(N3CCOCC3)n2)ccc1OC(=O)c1ccco1	i	30.2	-6.9	11.0	0.533	-0.288	0.187	0.278	x	x	i	3.6	2.0	3.6	-1.04	717	132.0*	587*	-51.9%
Cc1ccccc1Cn1cc(NC(=O)COc2ccccc2)cn1	i	14.9	11.7	16.1	-0.768	-0.231	-0.0881	1.48	-1.3	880	i	3.0	2.0	11.7	-0.25	1291	x	x	4.6%
CC(=O)NS(=O)(=O)c1ccc(NC(=O)/C=C/c2ccccc2Cl)cc1	i	-18.4	-12.1	-11.3	0.159	-0.221	-0.227	-0.261	-2.0	1408	i	3.7	1.6	7.3	0.96	1598	x	x	7.3%
Cc1ccc(/C=N/NC(=O)CC2N=C(Cc3ccccc3)NNC2=O)cc1 (stereo not drawn)	i	11.5	-13.2	6.5	0.93	-0.249	0.406	0.455	x	x	i	1.9	2.5	8.5	x	x	x	x	x
COCC(C)NC(=O)CSc1nc2ccccc2n1CCc1ccccc1 (stereo not drawn)	i	2.1	1.7	-10.9	0.482	-0.158	0.461	-0.585	0.1	1048	i	2.7	2.4	10.0	-0.37	1501	-25.8	700	-13.3%
COc1cc(-c2cc(C(=O)O)c3cc4c(cc3n2)OCCO4)cc(OC)c1OC	i	-11.1	11.5	8.6	0.561	-0.0553	0.15	0.358	-0.7	1240	i	1.2	1.9	18.9	-0.2	955	2.7	812	5.3%
